# PAFAH1B3 FP inh: PAFAH1B3 (human) inhibition | recombinant PAFAH1B3, FP-rhodamine probe, fluorescence polarization | inhibition, % at 3.39 µM | hit rate 0.28% among 340,000 | AID 492972;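 active means inhibition above the screen-wide average of all tested compounds plus 3 SD, cut at about 25% in these data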;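 further: 0% = enzyme with DMSO only and 100% = wells lacking PAFAH1B3 protein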
# Target sequence (Q15102 whole entry, looked up): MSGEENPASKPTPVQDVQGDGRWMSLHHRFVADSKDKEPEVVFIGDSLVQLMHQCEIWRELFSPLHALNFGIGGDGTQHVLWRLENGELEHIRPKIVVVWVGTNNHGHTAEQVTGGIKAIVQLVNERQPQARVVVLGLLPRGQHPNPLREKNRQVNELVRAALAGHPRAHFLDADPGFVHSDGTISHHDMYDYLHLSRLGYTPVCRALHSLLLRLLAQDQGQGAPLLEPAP
# GSTO1 inh: counter-screen for RBBP9 inhibitors: inhibitors of human GSTO1; recombinant GSTO1, activity-based probe fluorescence polarization; hit rate 1.1% among 300,000; P78417; inhibition, % at 5.96 µM;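 active means inhibition above the campaign mean inhibition plus 3 SD, cut at about 35% in these data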;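 further: 0% = GSTO1-1 with DMSO and 100% = wells lacking GSTO1-1 enzyme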
# Target sequence (P78417 whole entry, looked up): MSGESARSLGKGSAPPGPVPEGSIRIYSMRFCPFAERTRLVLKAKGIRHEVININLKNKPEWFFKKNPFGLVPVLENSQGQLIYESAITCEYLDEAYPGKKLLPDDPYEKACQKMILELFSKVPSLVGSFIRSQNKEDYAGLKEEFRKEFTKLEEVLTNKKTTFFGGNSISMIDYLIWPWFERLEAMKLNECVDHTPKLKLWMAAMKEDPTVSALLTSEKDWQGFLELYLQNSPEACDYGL
# pPAFAH inh: inhibitors of human plasma PAF acetylhydrolase (pPAFAH) | AID 463082 | inhibition, % at 3.39 µM | Q13093 | recombinant pPAFAH, FP-rhodamine probe fluorescence polarization | hit rate 1.5% among 330,000;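 active means inhibition above the mean inhibition across the screen plus 3 SD, cut at about 25% in these data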;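 further: inhibitors block binding of the rhodamine activity-based probe so polarization drops; 0% = enzyme with DMSO and 100% = wells lacking pPAFAH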
# Fam108B inh: Fam108B inhibition, counter-screen for RBBP9 inhibitors; AID 1947; hit rate 0.33% among 300,000; inhibition, % at 9.51 µM; recombinant Fam108B, FP-Rh probe fluorescence polarization;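 active means inhibition above the screen mean inhibition plus 3 SD, computed separately per campaign, cut at about 18% in these data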;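 further: inhibitors lower polarization as less probe binds the enzyme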
# PAD4 inh: PAD4 (human) enzyme inhibition; inhibition, % at 6.36 µM; hit rate 0.41% among 330,000; recombinant PAD4, RCA probe fluorescence polarization;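 active means percent inhibition above a cutoff equal to the mean of all tested compounds plus 3 SD, cut at about 15% in these data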;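 further: 0% = PAD4 with RCA probe and DMSO and 100% = probe without PAD4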
# PME-1 primary: blocks human protein phosphatase methylesterase 1; Q9Y570; recombinant PME-1, FP-Rh probe fluorescence polarization; inhibition, % at 5.9 µM; hit rate 0.53% among 320,000;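 active means inhibition above the campaign mean of all compounds plus 3 SD, cut at about 26% in these data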;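 further: competitive labeling of PME-1 active site by serine hydrolase directed probe; 0% = PME-1 with DMSO and 100% = wells lacking PME-1 enzyme; inhibitors block probe labeling so polarization falls and inhibition rises; many of its hits are not listed in these tables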
# PAFAH2 FP inh: inhibitors of human PAFAH2. Q99487. recombinant PAFAH2, FP-rhodamine activity probe, fluorescence polarization. inhibition, % at 3.39 µM. hit rate 0.99% among 340,000. AID 492956;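 active means inhibition above the mean over all tested compounds plus 3 SD, cut at about 30% in these data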;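 further: inhibitors block probe labeling of enzyme so polarization drops; 0% = enzyme with DMSO and 100% = wells lacking PAFAH2 protein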
# LYPLA1 inh: counter-screen for PME1 inhibitors: inhibitors of human LYPLA1 | O75608 | recombinant LYPLA1, FP-Rh probe fluorescence polarization | inhibition, % at 5.9 µM | hit rate 0.16% among 320,000 | AID 2174;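 active means inhibition above the mean of all tested compounds plus 3 SD, set per campaign, cut at about 14% in these data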;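 further: inhibitors block serine hydrolase probe labeling of LYPLA1 so polarization falls; 0% = enzyme with DMSO and 100% = wells lacking LYPLA1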
# Target sequence (O75608 whole entry, looked up): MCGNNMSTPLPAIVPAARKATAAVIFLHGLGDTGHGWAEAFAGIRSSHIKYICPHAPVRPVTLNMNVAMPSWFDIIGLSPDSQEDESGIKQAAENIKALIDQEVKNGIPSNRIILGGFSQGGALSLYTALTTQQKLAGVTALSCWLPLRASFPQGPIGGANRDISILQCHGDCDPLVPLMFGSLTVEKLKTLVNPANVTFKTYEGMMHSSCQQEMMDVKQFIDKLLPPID
# PAFAH1B2 FP inh: PAFAH1B2 (human) inhibition; recombinant PAFAH1B2, FP-rhodamine activity probe, fluorescence polarization; inhibition, % at 3.39 µM; hit rate 1.2% among 340,000;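 active means inhibition above the mean of all tested compounds plus 3 SD, cut at about 24% in these data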;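 further: 0% = enzyme with DMSO and 100% = wells lacking PAFAH1B2; many of its hits are not listed in these tables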
# Target sequence (P68402 whole entry, looked up): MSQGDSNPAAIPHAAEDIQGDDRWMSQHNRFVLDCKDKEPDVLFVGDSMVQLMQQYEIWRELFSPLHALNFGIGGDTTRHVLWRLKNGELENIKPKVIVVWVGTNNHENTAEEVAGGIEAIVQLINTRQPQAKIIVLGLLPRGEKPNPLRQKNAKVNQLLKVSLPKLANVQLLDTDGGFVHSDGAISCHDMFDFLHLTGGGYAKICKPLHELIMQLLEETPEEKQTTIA
# An asterisk follows results filed as active; x = no result given. This is a subset, so the mix of outcomes need not match the whole.
# Under each structure – PAFAH2 FP inh	Fam108B inh	GSTO1 inh	PAFAH1B2 FP inh	PAFAH1B3 FP inh	PME-1 primary	LYPLA1 inh	pPAFAH inh	PAD4 inh
O=C(NNc1cccc(Cl)n1)Nc1cccc(Cl)c1
  -0.3	-6.0	-10.4	-2.8	2.9	-9.9	-3.9	-7.0	-6.6
CCOC(=O)/C(C#N)=C1/C=CNC(=O)N1
  6.0	2.4	-0.1	6.4	3.4	3.7	-1.1	-2.0	-2.0
O=c1ccc2cc(S(=O)(=O)NCc3ccccc3)ccc2[nH]1
  1.8	5.6	-1.4	-1.2	0.2	-2.8	-3.4	1.1	0.4
Cc1cccc(C(=O)Nc2oc(-c3ccccc3)cc2C#N)c1
  -2.3	-0.6	3.0	4.8	2.0	5.2	2.4	7.2	-3.8
O=C(NCc1ccco1)C(c1cccnc1)N(C(=O)Cn1nnc2ccccc21)c1ccccc1 (centres undefined)
  -11.4	-3.6	-2.6	-3.2	0.9	-1.6	-1.2	0.8	-0.1
COc1ccccc1CC(=O)Nc1cccc(C(=O)NN2C(=O)c3ccccc3C2=O)c1
  5.5	0.2	2.2	5.1	-2.6	-9.9	-3.6	-5.1	-3.8
Cc1cc(C)c(S(=O)(=O)N2CCCCC2CCNC(=O)C(=O)NCc2ccco2)c(C)c1 (centres undefined)
  1.2	1.4	2.7	0.3	3.3	0.4	1.4	8.8	3.2
CC(=O)c1cccc(NC(=O)N2CCC(NC(=O)C3CCCCC3)CC2)c1
  -0.8	1.6	0.9	3.2	-3.4	-6.7	0.5	5.5	7.0
COc1cccc(C2CC(=O)Nc3cc4c(cc32)CCC4)c1 (centres undefined)
  -1.5	-0.2	2.6	0.4	3.8	-5.4	-4.9	31.9*	-5.9
O=C(CSc1nnc(-c2ccc(C(F)(F)F)cn2)o1)Nc1cccc(Cl)c1
  -5.2	0.8	-0.3	-3.0	-5.3	0.0	-0.2	2.1	3.0
Cn1c2c(c(=O)n(C)c1=O)C1c3cc(Cl)ccc3OCC1CO2 (centres undefined)
  -1.4	-4.5	3.6	-1.1	4.7	-3.8	-3.3	0.0	1.5
CN1C(=O)c2ccccc2C(C(=O)NCc2ccco2)C1c1c[nH]c2ccccc12 (centres undefined)
  2.2	0.9	3.1	4.9	0.0	2.5	-2.6	2.4	-5.5
Cc1[nH]c2ccccc2c1Cc1nnc(SCc2ccccc2)o1
  2.5	3.9	-0.9	14.8	1.6	8.0	4.1	4.9	3.2
CC(C)CNC(=O)CC(=O)N/N=C/c1ccc(F)cc1
  0.8	-1.3	0.6	2.6	5.8	-4.2	-4.0	-0.1	-3.4
Cc1ccccc1NC(=O)c1ccc(NC(=O)c2ccco2)cc1
  -9.4	6.0	-2.4	-0.9	2.1	-1.1	-4.9	7.2	3.4
COC(=O)c1cc2ccccc2n1Cc1ccc(Cl)nc1
  -3.1	-4.7	-2.4	5.4	-3.5	0.7	-0.9	2.2	-1.4
NC(=O)c1nsc(C(=O)N(Cc2cccnc2)C(C(=O)NC2CCCCC2)c2ccc(F)cc2)c1N (centres undefined)
  -16.4	-0.8	4.7	1.2	0.0	-9.8	-1.8	2.5	3.1
COc1ccc(C2=NOC(c3nnc(-c4ccccc4)o3)C2)cc1 (centres undefined)
  -0.1	0.2	-1.5	-2.9	7.0	0.5	-1.6	6.3	0.7
COCC(=O)N(C)C1(c2nnnn2CCOC(=O)Nc2ccc(Cl)cc2)CCCCC1
  4.7	0.6	2.4	1.5	7.1	-1.7	-0.1	3.0	4.2
O=C(NCCCCNC(=O)c1cccs1)c1cccs1
  10.3	-5.2	-1.5	0.6	-3.3	-7.4	3.4	-8.5	-6.2
Cc1cccc2cc(C(c3nnnn3C(C)(C)C)N3CCN(C(=O)c4ccco4)CC3)c(=O)[nH]c12 (centres undefined)
  11.8	2.1	4.7	3.5	10.8	-1.5	-2.9	1.6	-0.9
Cc1cc2ncn(S(=O)(=O)c3ccc(S(=O)(=O)N4CCOCC4)cc3)c2cc1C
  -4.3	-0.5	-3.1	5.4	-12.6	4.6	-1.0	1.8	1.4
CCOC(=O)c1c(S(=O)(=O)Nc2ccc(F)cc2Cl)c(C)n(C)c1C
  0.2	1.5	-5.5	4.6	5.4	-2.1	0.4	1.9	3.5
COc1ccc(NCc2ccc([N+](=O)[O-])s2)c(OC)c1
  -0.4	4.5	14.3	6.8	7.8	1.1	-1.4	9.6	-3.1
COc1ccc2[nH]c(C(=O)NCCCn3ccnc3)cc2c1
  -0.1	-4.3	8.3	0.2	12.8	-0.2	-4.0	9.3	1.9
Cc1cccc(C)c1NC(=S)NC(C)CCc1ccccc1 (centres undefined)
  7.5	-4.7	-4.8	0.7	2.0	3.9	-4.2	-1.3	2.6
Cc1ccc(-n2c(C)c3c(C)nnc(C)c3c2C)cc1C
  3.9	2.5	4.8	-5.9	3.3	0.5	1.3	3.7	-5.2
O=C(NC1CCN(Cc2ccccc2)CC1)C1CCCN(c2nnc(-n3cccc3)s2)C1 (centres undefined)
  -1.1	0.2	2.5	-7.8	3.3	-5.8	-4.3	-6.3	3.9
CCO/N=C(\C)c1c(O)cc(C(C)C)n(-c2ccccc2)c1=O
  1.2	3.0	-6.2	5.8	6.4	-0.8	3.9	2.8	-1.1
O=C1c2[nH]nc(-c3ccccc3O)c2C(c2cccc(O)c2)N1Cc1ccco1 (centres undefined)
  -2.5	3.4	-98.0	3.5	8.8	-0.2	-10.6	-12.9	-4.7
CC(=O)OCC(=O)C1=CCC2C3CCC4=CC(=O)C=CC4(C)C3(F)C(OC(C)=O)CC12C (centres undefined)
  -3.7	5.5	1.1	-0.8	3.9	0.5	1.7	-2.2	-3.5
Cn1/c(=N\NC(=O)c2ccccc2Cl)sc2ccccc21
  1.2	1.1	-3.4	5.4	10.2	-0.8	0.3	4.3	-0.6
CCOc1ccc(C(=O)C[n+]2ccc(C(=O)NCc3ccccc3)cc2)cc1
  3.4	3.9	-2.8	4.8	0.7	-0.5	-0.5	3.8	-1.3
COc1ccc(S(=O)(=O)n2nc(OC(=O)c3cccs3)cc2N)cc1
  1.3	2.7	12.7	12.6	-1.8	-4.2	3.8	3.4	3.3
CCn1c(C)nc2cc(C(=O)NNC(=S)Nc3ccccc3)ccc21
  3.6	-3.0	-7.3	3.4	3.6	-6.6	-1.3	11.7	-4.4
O=C1SCCC1NC(=O)C(c1ccccc1)c1ccccc1 (centres undefined)
  x	0.1	0.4	x	x	-5.1	0.4	0.0	2.1
CCN(CC)S(=O)(=O)c1ccc(NC(=O)COC(=O)c2ccc(Br)o2)cc1
  2.4	-8.6	-1.1	4.5	0.9	-5.1	1.6	9.5	-5.2
Fc1ccccc1-c1ccc(/C=N/Nc2nc3ccccc3[nH]2)o1
  2.8	7.8	-1.7	6.0	15.7	-38.7	-0.5	4.5	-3.9
Cc1cccc(N2CCN(Cc3nc(-c4ccccc4Cl)oc3C)CC2)n1
  -1.1	-0.7	2.5	5.4	7.6	3.5	-1.7	6.6	-1.5
CC1=C(C(=O)OC(C)C)[C@@H](c2ccc(C)o2)NC(=O)N1
  0.7	2.3	-2.5	2.6	4.4	0.8	-0.8	-1.6	-1.4
CC1CCN(S(=O)(=O)c2ccc(Cl)cc2Br)CC1
  -8.2	-0.3	5.1	0.2	0.8	4.0	1.4	3.0	-6.0
C#CCNC(=O)C1=C[C@H](C2CC2)C[C@H](OCCCCO)O1
  -3.3	1.9	6.3	-0.5	3.8	2.3	0.1	2.0	-3.2
COc1ccc(C)cc1NC(=S)N1CC(C)OC(C)C1 (centres undefined)
  -0.5	-2.5	-2.4	-1.6	-0.3	4.1	-0.5	0.1	3.5
COc1ccc(CN2CCC(C(=O)N(C)CCc3ccc(OC)c(OC)c3)CC2)c(OC)c1
  -0.2	-5.9	-18.6	-2.5	-3.2	-3.7	1.4	5.1	-1.8
Cn1c(=O)c2c(nc3n2CCCN3CCc2ccccc2)n(C)c1=O
  11.7	-2.0	6.4	1.8	7.8	2.9	-3.2	-0.5	6.3
COCCCNC(=O)/C(C#N)=C/c1c(N2CCN(c3ccccc3)CC2)nc2c(C)cccn2c1=O
  5.9	2.1	4.0	3.7	7.3	1.5	1.5	10.1	1.8
CCc1nnc(NC(=O)c2oc3ccc(Br)cc3c2C)s1
  14.3	x	x	4.6	6.2	x	x	1.2	3.6
Oc1[nH]c2ccccc2c1N=Nc1ccc(C(F)(F)F)cn1
  -2.2	-8.7	-2.3	2.3	2.9	0.7	-0.8	-2.9	0.9
O=C(NNS(=O)(=O)c1ccccc1)c1cnn(-c2ccc(Cl)cc2)c1C(F)(F)F
  -0.9	-1.8	2.7	6.8	2.8	-0.3	0.9	-0.9	1.8
CCCn1c(SCC(=O)NCc2ccccc2Cl)n[nH]c1=O
  3.2	3.7	-4.2	5.1	4.4	3.6	-5.5	2.3	-1.5
COCCCNc1nc2c(c(=O)n(Cc3ccc(Cl)cc3)c(=O)n2C)n1C
  6.4	7.5	3.0	2.2	10.7	-0.2	-0.6	2.1	-2.9
CCN(CC(=O)NCc1cccs1)C(=O)c1ccc(S(=O)(=O)Nc2ccccc2C)cc1
  -0.8	0.1	3.0	5.2	1.1	0.1	0.5	23.5	-2.9
CCS(=O)(=O)N1CCC(C(=O)Oc2ccccc2Br)CC1
  2.2	1.3	5.8	-0.6	7.8	5.0	1.6	7.8	-2.6
O=C(COc1ccccc1F)NC1CC1
  -2.9	3.4	2.7	-0.8	-0.8	-2.2	-2.5	1.7	2.4
O=C(Nc1ccccc1Sc1ccccc1)C1CCCO1 (centres undefined)
  3.5	6.6	-1.2	8.5	8.6	4.7	0.6	2.5	-2.6
COc1ccccc1C1CC(=O)Oc2ccc(C(C)(C)C)cc21 (centres undefined)
  3.6	x	x	3.7	4.8	x	x	10.5	-3.9
COc1cccc(-c2nc(CS(=O)CC(=O)O)c(C)o2)c1 (centres undefined)
  3.3	2.2	7.5	1.4	-3.0	-1.8	3.9	-1.4	1.2
COc1ccc(CCNC(=O)[C@@H]2C[C@H]2c2ccccc2)cc1OC
  -4.5	3.1	-0.9	1.2	-5.4	0.2	2.0	2.4	-3.0
O=C(NC1CCCCC1)C1CCN(c2nnnn2-c2ccccc2)CC1
  -4.0	1.7	2.0	9.3	6.1	-1.7	5.1	-0.4	-3.3
NS(=O)(=O)c1cccc(NC(=O)Cn2nc(C(=O)O)c3ccccc3c2=O)c1
  2.0	-3.8	1.4	5.2	-0.2	2.9	-0.8	1.4	-0.4
O=C(NCCc1ccc(F)cc1)C(=O)NCC1CCCN1S(=O)(=O)c1ccccc1 (centres undefined)
  -5.8	-0.8	3.7	10.3	6.6	3.6	-1.6	8.1	0.3
CC1CCC2(CC1)NC(=O)N(CC(=O)Nc1ccc(F)cc1)C2=O (centres undefined)
  4.5	x	x	5.4	-1.5	-3.1	1.9	1.5	-4.9

# Screening results from PubChem.
